Assay outcomes: PubChem, National Center for Advancing Translational Sciences (NCATS)
PKM2 activator: PKM2 (human) enzyme activation | purified PKM2, Kinase-Glo ATP luminescence, activation; response scale: 0% is enzyme alone, no compound | Potency, µM (top dose mostly 57.5 µM), for inactives: at the highest dose activation, hits mostly activators | hit rate 0.34% among 260,000; note: potency is the fitted concentration of half-maximal effect; % is set by controls: 0 for no effect and ±100 for the full control effect; nearly all actives have a fitted effect of over 55% in size
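hPK-M2, >95% pure; 0.1 mM ADP / 0.5 mM PEP final; imidazole pH7.2 buffer w/ 7 mM MgCl2, 50 mM KCl; 1 h RT; Kinase-Glo lum. Intermediate enzyme activity for dual inhibitor/activator qHTS.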
GALK inh: galactokinase (human) inhibition | Potency, µM (titrated, usually from 57.5 µM), for the others: at the highest dose activity change, negative = inhibition, usual class: inhibitors | P51570 | Purified GALK, Kinase-Glo residual ATP luminescence | hit rate 0.007% among 270,000; note: potency is the fitted concentration of half-maximal effect; % is set by controls: 0 for no effect and ±100 for the full control effect
Target sequence (P51570 whole entry, looked up): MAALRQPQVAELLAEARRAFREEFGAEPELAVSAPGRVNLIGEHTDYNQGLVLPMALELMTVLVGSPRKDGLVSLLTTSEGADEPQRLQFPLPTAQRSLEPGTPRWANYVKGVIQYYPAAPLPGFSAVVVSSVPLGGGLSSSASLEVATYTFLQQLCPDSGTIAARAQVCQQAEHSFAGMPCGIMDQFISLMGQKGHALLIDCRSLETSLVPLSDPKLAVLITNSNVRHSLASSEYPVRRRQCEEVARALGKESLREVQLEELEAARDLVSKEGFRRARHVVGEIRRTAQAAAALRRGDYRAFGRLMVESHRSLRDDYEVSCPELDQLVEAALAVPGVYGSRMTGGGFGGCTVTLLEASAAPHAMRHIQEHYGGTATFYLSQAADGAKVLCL
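Luminescence from leftover ATP (Ultra-Glo luciferase/luciferin) served as read-out after a 1 h room-temperature reaction of 5 nM GALK with 35 uM ATP and 100 uM galactose.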
TRPV1 agonist: activates the human vanilloid receptor TRPV1. Q8NER1. TRPV1-expressing cells, Fluo-8 calcium influx, agonist mode. activation, % at 8.33 µM. hit rate 0.19% among 320,000; in the data active = activation above about 80%; inconclusive = between about 30% and that limit; note: 0% is about no effect
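TRPV1-expressing cells were cultured overnight at 35.5C and loaded with Fluo-8 calcium dye for 40 to 90 min at room temperature. After a 10 s baseline, compound was added and calcium influx was read kinetically for 3 min (ex 480/em 520 nm).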
USP2a block: USP2a (human) protease inhibition; Potency, µM (doses to about 38.3 µM), for the others: at the top dose activity change, negative = inhibition, usual class: inhibitors; USP2 core, Ub-CHOP2 coupled fluorogenic reporter, 485/531; O75604; hit rate 0.01% among 330,000;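 note: potency is the fitted concentration of half-maximal effect; plate controls were DMSO wells for no effect and full inhibition by NEM control for full effect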
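Deubiquitinase activity read as fluorescence (485/531 nm) after Ub-CHOP2 cleavage activates the enterokinase reporter on its substrate; USP2 core 10nM, Ub-CHOP2 and substrate 25nM each, 30min compound preincubation then 60min RT; data normalized to NEM, curves fitted.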
KCNH2 3.1 block: KCNH2 3.1 (human) potassium channel inhibition; U2OS KCNH2 3.1, thallium flux FluxOr; stronger effect = lower value; activity change, % (tested at about 1.8 µM); hit rate 0.95% among 340,000;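 active = maximum activity change below -70%; inconclusive = maximum activity change from -70% to -50%; inactive = maximum activity change above -50%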;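 note: thallium influx rate constant from kinetic fluorescence after stimulation buffer; % is set by controls: 0 for no effect and ±100 for the full control effect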
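FluxOr-based Tl+ influx in U2OS cells transduced with KCNH2 3.1 virus; rate constants normalized to DMSO controls.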
CXXC DNA block: inhibitors of human MLL CXXC domain-DNA interaction | Potency, µM (doses to about 115 µM), inactives show top-dose activity change, negative = inhibition, usual class: inhibitors | Q03164 | MLL-CXXC / FITC-HOXA9 DNA fluorescence polarization | hit rate 0.037% among 290,000; active = well fitted inhibition curve with a large enough effect in the polarisation, with a control signal flat, not every such curve was filed as active; inconclusive = small, poorly fitted or top-dose-only effect, or effect the other way, or a change in a side signal; inactive = no such curve, though single readings can be large or run the other way; the % refers to the polarisation; note: potency is the fitted concentration of half-maximal effect
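Steps: dispense CXXC domain solution (7 uM) → pin compounds or unlabeled HOX-A9 DNA control → 5 min ambient → add FLSN-HOX-A9 solution (50 nM) → spin → 30 min ambient → fluorescence polarization. Tris pH 7.5/NaCl/DTT/BSA buffer.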
hERG WT inh: inhibitors of human wildtype KCNH2 potassium channel; Q12809; hit rate 0.37% among 340,000; activity change, % at 1.84 µM; U2OS, BacMam KCNH2, thallium flux FluxOr; stronger effect = lower value;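 active = maximum activity change below -70%; inconclusive = maximum activity change between -70% and -50%; inactive = maximum activity change above -50%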; note: % is set by controls: 0 for no effect and ±100 for the full control effect
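U2OS cells transduced with wild-type KCNH2 virus are loaded with FluxOr dye for 45 min, and thallium flux is measured in kinetic reads before and after stimulation buffer. Rate constants are normalized to DMSO controls.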
Giardia kill: Giardia lamblia killing | Giardia lamblia trophozoite viability | activity change, % at 7.66 µM, hits read low | hit rate 0.15% among 340,000 | AID 540267; in the data active = activity change below about -80%; inconclusive = between about -30% and that limit;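 note: parasites exposed to compound for two days anaerobically before the ATP read; % is set by controls: 0 for no effect and ±100 for the full control effect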
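Media and compound were dispensed first, then trophozoites at 100 cells/well; plates sat 48 hrs at 37 deg C without oxygen before ATP luminescence reagent was added and read after 15-30 min at room temperature.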
Coupling enz: inhibits coupling enzyme system, counter-screen for aldolase hits; coupling enzyme system counterscreen, AmpLite Red fluorescence; activity change, negative = inhibition, % at 58.2 µM, hits read low; hit rate 0.67% among 290,000; AID 2472; in the data active = activity change below about -30%; note: % is set by controls: 0 for no effect and ±100 for the full control effect
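Counterscreen of the coupled detection system alone, without aldolase: glyceraldehyde-3-phosphate coupling enzymes plus AmpLite Red readout. Compounds at 57.5 uM final, 10 min RT preincubation, 20 min RT reaction, fluorescence 525/598 nm.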
B2AR arrestin: beta2AR (human) beta-arrestin recruitment activity. P07550. beta-arrestin recruitment to beta2AR, cell-based reporter. Potency, µM (top dose mostly 46.1 µM), inactives show at the top dose activation, hits mostly activators. hit rate 0.02% among 330,000. AID 492947;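 note: potency is the fitted concentration of half-maximal effect; 0% = DMSO controls and full agonism = EC100 isoproterenol or metaproterenol; nearly all actives have a fitted effect of over 65% in size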
Target sequence (P07550 whole entry, looked up): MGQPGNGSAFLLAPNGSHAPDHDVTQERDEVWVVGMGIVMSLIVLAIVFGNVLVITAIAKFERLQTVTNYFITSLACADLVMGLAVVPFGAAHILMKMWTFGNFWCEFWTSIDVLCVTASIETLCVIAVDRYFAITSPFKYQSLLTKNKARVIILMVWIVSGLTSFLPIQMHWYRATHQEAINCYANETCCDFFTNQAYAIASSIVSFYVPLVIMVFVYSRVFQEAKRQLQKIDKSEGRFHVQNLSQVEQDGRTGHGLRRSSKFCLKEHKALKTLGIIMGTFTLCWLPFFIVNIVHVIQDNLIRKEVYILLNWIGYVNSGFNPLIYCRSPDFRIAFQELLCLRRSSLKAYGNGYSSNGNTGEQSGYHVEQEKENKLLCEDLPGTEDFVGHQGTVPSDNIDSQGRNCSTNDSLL
Menin-MLL TR inh: inhibitors of human menin-MLL interaction, mutant MLL peptide. hit rate 0.23% among 270,000. AID 1768. O00255. Menin + Texas Red MLL mutant peptide, fluorescence polarization. Potency, µM (doses to about 61.6 µM), inactives show at the top dose FP activity change, negative = inhibition, actives largely listed as inhibitors; active = well fitted inhibition curve with a large enough effect in the polarisation, with a control signal flat, not every such curve was filed as active; inconclusive = small, poorly fitted or top-dose-only effect, or effect the other way, or a change in a side signal; inactive = no such curve, though single readings can be large or run the other way; the % refers to the polarisation; note: potency is the fitted concentration of half-maximal effect; % of control where 0% means no effect; many of its hits are not listed in these tables
* marks the source's active call; other numbers are inactive results. Unless noted, calls come from the whole dose curve; as a rule, active = well fitted curve in the direction sought with a large enough effect; inconclusive = small, poorly fitted or top-dose-only effect, or another doubt; inactive = no such curve, though single readings can be large; an effect the other way counts as inactive or inconclusive. Only part of the results is shown. The share of hits here may be higher or lower than overall.

What do the screens show for `O=[N+]([O-])c1cnccc1Nc1ccc(F)cc1`?
PKM2 activator: -5.2%; GALK inh: -1.5%; TRPV1 agonist: -2.1; USP2a block: -0.4%; KCNH2 3.1 block: 9.1; CXXC DNA block: 7.1%; hERG WT inh: -9.5; Giardia kill: 2.0; Coupling enz: 2.7; B2AR arrestin: -0.2%; Menin-MLL TR inh: 2.7%

How did Cc1cc(C(C)(C)C)cc(S(=O)(=O)Nc2cccc(C(=O)O)c2)c1C do in these assays?
PKM2 activator: -2.6%; GALK inh: 0.3%; TRPV1 agonist: 6.2; USP2a block: 1.0%; KCNH2 3.1 block: 3.9; CXXC DNA block: -8.5%; hERG WT inh: 16.9; Giardia kill: -2.8; Coupling enz: 12.8; B2AR arrestin: -0.3%; Menin-MLL TR inh: 11.9%

What do the screens show for `COc1ccc(NC(=O)CNC(=O)Cc2cccc3ccccc23)cc1`?
USP2a block: 2.9%; KCNH2 3.1 block: 8.3; hERG WT inh: 19.2; Giardia kill: -6.5; B2AR arrestin: 0.0%

Results for Cc1ccc(CN(C)C(=O)c2ccccc2Oc2ccccc2)o1 ?
PKM2 activator: 28.2µM*; GALK inh: -1.1%; TRPV1 agonist: 6.9; USP2a block: 3.3%; KCNH2 3.1 block: -4.4; CXXC DNA block: -3.8%; hERG WT inh: -5.7; Giardia kill: -4.5; Coupling enz: 1.1; B2AR arrestin: -0.9%; Menin-MLL TR inh: -5.7%

What do the screens show for `COC(=O)C(C)n1cnc2c(cnn2-c2ccc(Cl)cc2)c1=O` (stereo not given)?
PKM2 activator: 2.3%; GALK inh: -1.5%; TRPV1 agonist: 6.0; USP2a block: -8.4%; KCNH2 3.1 block: -1.2; CXXC DNA block: 5.2%; hERG WT inh: 4.1; Giardia kill: 5.0; Coupling enz: 1.5; B2AR arrestin: -0.3%; Menin-MLL TR inh: -0.1%

What do the screens show for `O=C1CCCc2oc3c(cc(NS(=O)(=O)c4ccc5c6c(cccc46)C(=O)N5)c4ccccc43)c21`?
PKM2 activator: 2.7%; GALK inh: -0.9%; TRPV1 agonist: 5.9; USP2a block: 8.7%; KCNH2 3.1 block: -28.7; CXXC DNA block: -0.6%; hERG WT inh: -8.0; Giardia kill: 5.9; Coupling enz: -28.1; B2AR arrestin: 0.2%

What do the screens show for `COc1ccccc1N/N=C/c1ccc2c(c1)OCO2`?
PKM2 activator: 2.2%; TRPV1 agonist: 2.4; USP2a block: 2.3%; KCNH2 3.1 block: 4.0; CXXC DNA block: 3.2%; Giardia kill: -13.0; Coupling enz: 2.9; B2AR arrestin: -3.7%; Menin-MLL TR inh: inconclusive

How did CCN(c1ccccc1)S(=O)(=O)c1ccc2c(c1)CC(C)N2C(=O)C1CC1 (stereo not given) do in these assays?
GALK inh: 1.1%; TRPV1 agonist: 14.8; USP2a block: 2.5%; KCNH2 3.1 block: -23.8; CXXC DNA block: -5.4%; hERG WT inh: -6.9; Giardia kill: -14.2; Coupling enz: -2.1; B2AR arrestin: 0.1%; Menin-MLL TR inh: -17.6%

What do the screens show for `C/C(=N/NC(=O)CNc1ccc(C)cc1)c1ccc(Br)s1`?
PKM2 activator: -7.0%; GALK inh: 3.5%; TRPV1 agonist: 8.5; USP2a block: -10.3%; KCNH2 3.1 block: 8.4; CXXC DNA block: -3.0%; hERG WT inh: -1.2; Giardia kill: 0.4; Coupling enz: -0.7; B2AR arrestin: 0.1%; Menin-MLL TR inh: -2.2%

What do the screens show for `O=C(NCc1ccccc1F)C(=O)NCC1OCCCN1S(=O)(=O)c1cccs1` (stereo not given)?
PKM2 activator: -2.2%; GALK inh: -7.2%; TRPV1 agonist: -1.4; USP2a block: -0.5%; CXXC DNA block: -3.9%; hERG WT inh: -2.3; Giardia kill: 7.6; B2AR arrestin: 0.2%

What do the screens show for `COc1cccc2c1c(NC(=O)c1cc(C)on1)nn2C`?
PKM2 activator: 1.7%; GALK inh: -1.7%; TRPV1 agonist: 1.5; USP2a block: 0.3%; KCNH2 3.1 block: 10.0; CXXC DNA block: -17.9%; hERG WT inh: -2.0; Giardia kill: 3.6; Coupling enz: -5.4; B2AR arrestin: 0.0%

Results for Cc1nn(C)c(C(=O)NNC(=S)Nc2ccc(Cl)cc2)c1[N+](=O)[O-] ?
PKM2 activator: -5.5%; TRPV1 agonist: -1.7; USP2a block: 0.9%; KCNH2 3.1 block: -0.2; CXXC DNA block: -8.2%; hERG WT inh: -12.7; Giardia kill: -0.8; Coupling enz: 6.9; B2AR arrestin: -0.6%; Menin-MLL TR inh: inconclusive

How did COCCn1c(N)c(NCc2ccccc2)c(=O)n(CC(=O)Nc2cc(C)ccc2C)c1=O do in these assays?
PKM2 activator: -3.3%; GALK inh: -1.9%; TRPV1 agonist: 1.9; USP2a block: -0.9%; KCNH2 3.1 block: 1.5; CXXC DNA block: -3.0%; hERG WT inh: 2.7; Giardia kill: -5.2; Coupling enz: -0.3; B2AR arrestin: -3.7%; Menin-MLL TR inh: inconclusive

How did Nc1c(C(=O)Nc2ccccc2)c2nc3ccccc3nc2n1CCCN1CCOCC1 do in these assays?
PKM2 activator: -4.2%; GALK inh: 2.6%; TRPV1 agonist: 6.7; USP2a block: -8.9%; KCNH2 3.1 block: -5.2; CXXC DNA block: -7.5%; hERG WT inh: 2.3; Giardia kill: 4.4; Coupling enz: -1.1; B2AR arrestin: -0.1%

What do the screens show for `CC1CCCCN1S(=O)(=O)c1ccc(S(=O)(=O)N(CC(=O)Nc2ccccc2)Cc2cccs2)cc1` (stereo not given)?
PKM2 activator: 6.3%; TRPV1 agonist: 16.0; USP2a block: 1.6%; KCNH2 3.1 block: 5.7; CXXC DNA block: 7.4%; hERG WT inh: -2.6; Giardia kill: 8.6; Coupling enz: -1.6; B2AR arrestin: -0.5%; Menin-MLL TR inh: 11.6%

What do the screens show for `Cc1c(NS(=O)(=O)c2cc(C(=O)NCC3CCCO3)cc(Cl)c2Cl)c(=O)n(-c2ccccc2)n1C` (stereo not given)?
TRPV1 agonist: 1.6; USP2a block: 3.5%; KCNH2 3.1 block: 4.0; hERG WT inh: -25.4; Giardia kill: 9.9; B2AR arrestin: 0.0%

Results for COc1ccc(/C=C/c2nnc(NC(=O)COc3cccc(C)c3)s2)cc1 ?
PKM2 activator: 4.7%; TRPV1 agonist: 2.3; USP2a block: 5.9%; KCNH2 3.1 block: -1.0; CXXC DNA block: inconclusive; hERG WT inh: 19.2; Giardia kill: -19.8; Coupling enz: 4.8; B2AR arrestin: -1.0%; Menin-MLL TR inh: 3.8%

Results for O=C(CSc1ccccc1)NCCc1ccccc1 ?
PKM2 activator: 0.1%; TRPV1 agonist: 16.5; USP2a block: 0.7%; KCNH2 3.1 block: 6.9; CXXC DNA block: 1.5%; hERG WT inh: -2.3; Giardia kill: -15.1; Coupling enz: 0.0; B2AR arrestin: 0.3%; Menin-MLL TR inh: -4.9%

Results for CCOc1ccc(OCCCC(=O)NCCc2ccc(OC)cc2)cc1 ?
PKM2 activator: 18.8%; GALK inh: -3.5%; TRPV1 agonist: 6.0; USP2a block: 0.3%; KCNH2 3.1 block: 9.1; CXXC DNA block: 6.7%; hERG WT inh: 3.5; Giardia kill: -17.9; B2AR arrestin: -0.9%

Results for COc1ccccc1-c1cn[nH]c(=S)n1 ?
PKM2 activator: -5.5%; GALK inh: -1.1%; TRPV1 agonist: inconclusive; USP2a block: -0.9%; KCNH2 3.1 block: 8.4; CXXC DNA block: -14.8%; hERG WT inh: -5.7; Giardia kill: 2.5; Coupling enz: 0.1; B2AR arrestin: -0.3%; Menin-MLL TR inh: -1.1%

Results for O=[N+]([O-])c1ccc(Sc2ccccc2Cl)nc1 ?
PKM2 activator: -6.1%; GALK inh: -1.6%; TRPV1 agonist: 26.9; USP2a block: -4.2%; KCNH2 3.1 block: -10.1; CXXC DNA block: inconclusive; hERG WT inh: 0.1; Giardia kill: -11.2; Coupling enz: -1.7; B2AR arrestin: -0.3%; Menin-MLL TR inh: -3.0%

What do the screens show for `CCOc1ccccc1NC(=O)Nc1cccc(S(N)(=O)=O)c1`?
PKM2 activator: 7.1%; TRPV1 agonist: 1.6; USP2a block: 7.8%; KCNH2 3.1 block: -3.3; CXXC DNA block: -17.7%; hERG WT inh: -3.2; Giardia kill: -4.6; Coupling enz: 0.2; B2AR arrestin: -0.9%

What do the screens show for `NC(=O)[C@H]1CC2(CC(c3cccc(NC(=O)COc4ccc(Cl)cc4)c3)=NO2)CN1C(=O)Cc1ccc([N+](=O)[O-])cc1` (stereo not given in full)?
PKM2 activator: -1.1%; GALK inh: 3.0%; TRPV1 agonist: 0.3; USP2a block: 2.8%; KCNH2 3.1 block: -3.6; CXXC DNA block: 10.9%; hERG WT inh: -7.8; Giardia kill: 20.0; Coupling enz: 2.0; B2AR arrestin: -0.2%

Results for CCn1nnnc1SCC(=O)N1c2ccccc2NC(=O)CC1C (stereo not given) ?
TRPV1 agonist: -2.2; USP2a block: -6.2%; KCNH2 3.1 block: 14.5; hERG WT inh: -3.4; Giardia kill: -0.9; B2AR arrestin: 0.1%
